# MEKK2 mut-MEK5 – signal of MEK5 binding to mutant human MEKK2 PB1 domain; bead flow cytometry, Alexa488-MEK5 binding to MEKK2 mutant; percent response, % at 10 µM; hit rate 0.35% among 290,000; in the data active = percent response above about 24%, passing the limit was not always enough; note: inactives centre near 1; some results filed as inactive read as strong as hits
# GalR3 antagonist – antagonists of human GalR3; inhibition, % at 3 µM; hit rate 0.44% among 360,000; AID 651719; O60755; HEK293 GalR3-CNG cAMP membrane potential fluorescence; galR3 body fused to GalR1 C-terminus;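 active = inhibition above the screen-wide average plus 3 SD, cut at about 13% in these data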;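 note: forskolin and galanin both at EC90 stimulate the cells; cAMP rise reported by CNG channel membrane potential dye signal; 0% = forskolin plus galanin with DMSO and 100% = forskolin alone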
# Target sequence (O60755 1-299 limits assumed): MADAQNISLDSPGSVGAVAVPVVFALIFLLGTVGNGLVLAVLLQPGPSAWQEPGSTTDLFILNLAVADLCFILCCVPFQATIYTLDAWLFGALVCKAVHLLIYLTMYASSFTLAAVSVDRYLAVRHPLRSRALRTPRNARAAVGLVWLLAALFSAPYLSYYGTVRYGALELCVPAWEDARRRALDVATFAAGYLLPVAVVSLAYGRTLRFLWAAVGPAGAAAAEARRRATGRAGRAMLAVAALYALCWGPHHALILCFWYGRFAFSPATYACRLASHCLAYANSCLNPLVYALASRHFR
# UBC9 SUMO inh – SUMOylation inhibition; hit rate 0.36% among 290,000; HTRF SUMOylation assay, SAE1/SAE2 + UBC9, in vitro; P63279; inhibition, % at 35 µM; AID 2006; in the data active = inhibition above about 50%, passing the limit was not always enough; note: strong numbers were not always called active
# Target sequence (P63279 whole entry, looked up): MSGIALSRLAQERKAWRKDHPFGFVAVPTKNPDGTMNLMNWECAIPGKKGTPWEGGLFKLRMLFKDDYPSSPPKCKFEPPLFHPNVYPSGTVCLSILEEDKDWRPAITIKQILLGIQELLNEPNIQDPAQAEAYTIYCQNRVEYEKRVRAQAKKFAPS
# MEKK2 WT-MEK5 – raises or lowers MEK5 binding to wildtype human MEKK2 PB1 domain | bead flow cytometry, Alexa488-MEK5 binding to MEKK2 WT; actives lie on both sides | binding response (% of control), % at 10 µM | hit rate 1.1% among 290,000; in the data active = binding response below about 67% or above about 130%
# DNA FID counter – counter-screen for HCV NS3 helicase inhibitors: DNA intercalator displacement; hit rate 0.17% among 290,000; DNA fluorescent intercalator displacement, fluorescence; AID 1845; inhibition, % at 7.9 µM; in the data active = inhibition above about 37%;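 note: 0% = vehicle and 100% = reference compound; higher means more ethidium bromide displaced from hairpin DNA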
# CRFBP-R2 block – CRF-BP/CRF-R2 complex antagonism; HEK293 CRF-R2/CRF-BP, CRF-induced calcium fluorescence; inhibition, % at 11.8 µM; hit rate 0.59% among 350,000;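 active = inhibition of the ligand-induced calcium signal above about 50% at the single tested concentration, limit read from the data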
# CRFR2-BP ag – agonists of human CRF-binding protein/CRF-R2 receptor complex; HEK293 CRF-R2/CRF-BP, calcium dye fluorescence (FLIPR); percent of saturating CRF peptide response; activation, % at 13.2 µM; hit rate 0.46% among 350,000;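 active = activation of at least 50%, plus an integration ratio under a set limit after plate pattern correction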;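 note: plate controls were neutral control wells without compound for no effect and CRF at EC100 for full effect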
# MEKK3 PB1 HTS – MEKK3-MEK5 PB1 interaction, increase or decrease; Q99759; bead-based flow cytometry, Alexa488-MEK5 binding to MEKK3; actives lie on both sides; 0 = blocked by unlabeled MEK5, 100 = vehicle; binding response (% of control), % at 10 µM; hit rate 1.4% among 290,000;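 active = binding response more than 3 SD above or below the average of its plate-row segment, actives on both sides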;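 note: Alexa488 bead fluorescence after subtracting the streptavidin-only scavenger bead signal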
# NS3 helicase inh – blocks Hepatitis C virus NS3 helicase unwinding. hit rate 0.56% among 290,000. inhibition, % at 10.9 µM. NS3 helicase DNA unwinding, Cy5 molecular beacon fluorescence;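 active = inhibition above the mean of all tested compounds plus 3 SD, set per campaign, cut at about 35% in these data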;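 note: 0% = DMSO wells and 100% = thioflavine S control wells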
#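 System: HCV NS3 helicase fragment; control set: DMSO and thioflavine S; technique: Cy5 fluorescence at 0 and 60 min, beacon hairpin quenching; reagent: beacon DNA duplex substrate plus ATP; replicates: singlicate; schedule: 1 h reaction at 25 °C, ATP-initiated; medium: MOPS buffer pH 6.5 with MgCl2, DTT, Tween20, BSA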
# Starred values were filed as active, the others as inactive; . = not tested or not shown.
SMILES,MEKK2 mut-MEK5,GalR3 antagonist,UBC9 SUMO inh,MEKK2 WT-MEK5,DNA FID counter,CRFBP-R2 block,CRFR2-BP ag,MEKK3 PB1 HTS,NS3 helicase inh
CCOC(=O)C(C)N1CC(=O)N(c2ccccc2)C1=O (centres undefined),4,-6,.,104,-6,14,1.4,104,14
CS(=O)(=O)N1CCN(C(=O)C(Sc2ccccc2)c2ccccc2)CC1 (centres undefined),4,-2,-4,103,-9,2,-0.5,103,5
Cn1c(/C=C/c2ccc(Cl)cc2Cl)c([N+](=O)[O-])c(=O)n(C)c1=O,5,-10,9,108,-17,-40,-0.9,106,27
CC(C)(C)OC(=O)N1CCC[C@H]1c1nnc(SCC(=O)Nc2ccc(Br)cc2)o1,-9,4,7,93,-36,0,-0.5,95,-5
Cc1ccc(C(=O)NCC(=O)OCc2csc(-c3ccccc3)n2)cc1,14,-2,-14,90,-15,-58,0.0,101,-2
Cc1ccnc(NC(=O)CCC(=O)N(CC(=O)NC2CCCCC2)Cc2ccccc2)c1,-11,-3,24,91,0,-7,-3.0,94,0
COc1cccc(NC(=O)CCN2CCN(C)CC2)c1,-4,-8,18,97,4,22,0.9,93,-7
COc1cccc(C(=O)CN2C3=NCCCN3c3ccccc32)c1,8,-7,7,111,6,-16,-0.4,105,-4
Cc1ccc(CNC(=O)[C@@H](NC(=O)C2CCN(C(=O)[C@@H]3CCCN3)CC2)C(C)C)cc1,2,-5,11,99,2,-3,1.0,102,-16
CCOC(=O)c1cnc2[nH]c3ccccc3n2c1=O,5,2,40,100,3,-18,0.7,103,4
CCSc1nc2c(c(=O)[nH]c(=O)n2C)n1CC(O)COc1ccccc1 (centres undefined),-1,5,22,102,-29,3,0.6,111,-8
Cc1csc(NC(=O)Cc2ccc(Br)cc2)n1,20,-3,7,110,-6,63*,2.8,115,-4
Cc1nonc1C1CCCN1Cc1nc(-c2ccc(F)cc2F)oc1C (centres undefined),-11,-4,-4,80,-19,17,-0.3,85,4
Cc1cccc(NC(=O)CCSc2ccccn2)c1,0,11,13,106,-4,3,0.7,105,3
Cc1ccc(-c2cn(-c3ccc(SC(F)F)cc3)c3[n+]2CCC3)cc1,-1,-13,-3,104,5,14,-0.5,97,-7
CC(=O)Nc1ccc(C(=O)OCc2ccccc2Br)cc1,-6,-4,7,90,-2,-14,0.4,100,-11
CCOCCc1c(O)nc(SCC(=O)N2CCOCC2)[nH]c1=O,-2,-8,6,101,-1,1,0.1,100,-1
O=c1[nH]c2ccc(NCc3ccccc3OCc3ccc(Cl)cc3)cc2[nH]1,1,-11,-9,90,-5,-1,-0.2,96,-14
C=CCNC(=O)c1ccccc1NC(=O)c1ccc(Cl)c(S(=O)(=O)Nc2ccccc2)c1,-1,-4,12,99,-16,-9,1.1,105,-12
Cn1c(SCC(=O)Nc2ccccc2O)nnc1-c1ccco1,7,1,15,102,-2,-6,-0.1,103,3

# Compound profiles, as listed above:
# COc1cccc(NC(=O)CCN2CCN(C)CC2)c1 is listed with MEKK2 mut-MEK5 = -4; GalR3 antagonist = -8; UBC9 SUMO inh = 18; MEKK2 WT-MEK5 = 97; DNA FID counter = 4; CRFBP-R2 block = 22; CRFR2-BP ag = 0.9; MEKK3 PB1 HTS = 93; NS3 helicase inh = -7
# CCOCCc1c(O)nc(SCC(=O)N2CCOCC2)[nH]c1=O is listed with MEKK2 mut-MEK5 = -2; GalR3 antagonist = -8; UBC9 SUMO inh = 6; MEKK2 WT-MEK5 = 101; DNA FID counter = -1; CRFBP-R2 block = 1; CRFR2-BP ag = 0.1; MEKK3 PB1 HTS = 100; NS3 helicase inh = -1

# Next entries.
SMILES,MEKK2 mut-MEK5,GalR3 antagonist,UBC9 SUMO inh,MEKK2 WT-MEK5,DNA FID counter,CRFBP-R2 block,CRFR2-BP ag,MEKK3 PB1 HTS,NS3 helicase inh
O=C(O)C1CCN(C(=O)c2scc3c2OCCO3)CC1,10,-1,-5,107,3,-2,3.0,108,3
Cn1ccnc1SCCC#N,8,-3,-3,102,-2,3,1.3,101,2
CCOC(=O)c1c(C)c(C(=O)N2CCCCCC2)c(C)n1CC,2,.,-4,100,-31,-17,-3.5,96,-3
CCOc1ccc(OCC)c(Nc2cc(C)nc3ncnn23)c1,-3,-1,2,100,-16,15,-1.8,99,9
CC(NC(=O)c1cc(Br)ccc1Br)c1ccccc1 (centres undefined),4,-4,9,105,-5,.,.,103,3
CC(C)(O)P(C)(=O)c1ccccc1 (centres undefined),-2,2,-1,100,-1,1,2.8,95,-26
COCCN1C2=C(C(=O)CC(C)(C)C2)C(c2ccc(OC)c(OC)c2)C2=C1CC(C)(C)CC2=O,4,-8,6,109,-37,11,-0.5,109,-1
CCCCC(CC)C1OCC(CN2CCCCC2)O1 (centres undefined),-4,-2,6,103,-3,-7,0.4,101,10
COc1ccc(-n2c(COc3ccc(C)cc3)nnc2SCC(=O)O)cc1,-4,-5,4,92,-36,23,-1.0,87,13
O=c1c2ccccc2nc2c3ccccc3c(NCCN3CCOCC3)nn12,7,-7,12,110,23,.,.,101,18
CNC(=O)NC(=O)C(C)OC(=O)c1ccc(Cl)c(S(=O)(=O)Nc2ccc(F)cc2)c1 (centres undefined),-3,1,14,99,-22,0,-0.3,91,-15
CCn1nnc(-c2ccc(N)cc2)n1,-7,-2,-2,94,-3,23,-0.1,99,2
O=Cc1cc2ccccc2nc1SCc1ccc(Cl)c(Cl)c1,-11,4,-14,94,1,-5,0.5,99,-8
O=C(CN(Cc1ccccc1)S(=O)(=O)c1ccc(F)cc1)NCc1ccncc1,0,2,7,100,-10,6,-1.0,104,2
O=C(Nc1ncnc2sc3c(c12)CCCCC3)c1ccc(F)cc1,3,-7,9,98,-4,-31,-1.7,101,5
Cc1c(Br)c([N+](=O)[O-])nn1CC(=O)NCc1cccs1,10,-2,23,102,8,4,0.2,106,11
CCCCN(C)C(=O)c1cc2cc3ccc(OC)cc3nc2s1,0,-2,17,100,-31,-12,0.1,98,-14
Cc1ccc(Nc2cc(C)nc3nc(C)nn23)cc1,-3,-1,7,102,-12,-12,-4.1,112,5
CC(C)NC(=O)CSc1ncccc1-c1nc2ccccc2[nH]1,6,-11,14,98,-6,6,-0.7,99,7
CCCC(=O)N1CCc2cc(-c3nc(N)sc3C)ccc21,-2,-6,13,95,-5,51*,-2.3,93,-7

# In another format: entries from further up.
# Below each SMILES: MEKK2 mut-MEK5	GalR3 antagonist	UBC9 SUMO inh	MEKK2 WT-MEK5	DNA FID counter	CRFBP-R2 block	CRFR2-BP ag	MEKK3 PB1 HTS	NS3 helicase inh
- Cc1ccc(Nc2cc(C)nc3nc(C)nn23)cc1
 : -3	-1	7	102	-12	-12	-4.1	112	5
- O=C(O)C1CCN(C(=O)c2scc3c2OCCO3)CC1
 : 10	-1	-5	107	3	-2	3.0	108	3
- CCn1nnc(-c2ccc(N)cc2)n1
 : -7	-2	-2	94	-3	23	-0.1	99	2
- O=C(CN(Cc1ccccc1)S(=O)(=O)c1ccc(F)cc1)NCc1ccncc1
 : 0	2	7	100	-10	6	-1.0	104	2
- Cc1c(Br)c([N+](=O)[O-])nn1CC(=O)NCc1cccs1
 : 10	-2	23	102	8	4	0.2	106	11
- CCOC(=O)c1c(C)c(C(=O)N2CCCCCC2)c(C)n1CC
 : 2	.	-4	100	-31	-17	-3.5	96	-3
- Cn1ccnc1SCCC#N
 : 8	-3	-3	102	-2	3	1.3	101	2

# Later entries
SMILES,MEKK2 mut-MEK5,GalR3 antagonist,UBC9 SUMO inh,MEKK2 WT-MEK5,DNA FID counter,CRFBP-R2 block,CRFR2-BP ag,MEKK3 PB1 HTS,NS3 helicase inh
COC(=O)/C=C1\N/C(=N\c2nc(C)cc(C)n2)N(c2ccccc2)C1=O,-4,0,-12,93,-6,-29,-1.2,97,-7
O=C(Nc1cccc2ncccc12)C(c1ccccc1)c1ccccc1,0,-5,1,100,-14,5,-1.2,100,-3
COC(=O)Nc1ccc(S(=O)(=O)N2CCCC(C(=O)NC3CCS(=O)(=O)C3)C2)cc1 (centres undefined),-2,-6,10,95,-7,-2,-0.7,93,-1
COc1cc(COc2ccc3c(C)c(Cc4ccccc4)c(=O)oc3c2)cc(OC)c1OC,2,2,-6,104,3,8,1.1,87,5
O=C(NC1(C(F)(F)F)NC(=O)N(C2CCCCC2)C1=O)c1cccs1 (centres undefined),3,-6,11,101,-1,-55,0.6,103,0
O=C(NNC1=Nc2ccccc2SC1)c1ccc(F)cc1,2,-6,19,104,-2,-1,-0.5,104,-12
CCCCN(CCCC)C(=S)NC(=O)C(C)(C)C,-2,1,-4,99,-5,23,-5.2,97,-1
COc1ccc2cc(S(=O)(=O)n3cnc(C)c3)ccc2c1,-5,-1,6,92,-10,19,-0.1,93,-1
Cc1cccc(C)c1NC(=O)C1(N(Cc2ccco2)C(=O)CC2NC(=O)NC2=O)CCCCC1 (centres undefined),5,-7,8,110,-24,-19,-0.8,101,8
CCn1ncc(-c2cc(C(=O)O)no2)c1C,-13,-1,-13,91,-11,-19,-0.2,109,5
C=CCN1C(=O)/C(=C/c2ccc(O)c(OC)c2)S/C1=N/c1nccs1,-1,-4,-14,100,-5,-68,45,103,-25
CC(=O)c1ccc(N2CCN(C(=O)c3ccc(-c4ccccc4)cc3)CC2)cc1,-1,-10,-5,98,-33,18,-0.9,99,-16
O=C(CNC(=O)C1COc2ccccc2O1)N/N=C\c1ccc(Cl)cc1 (centres undefined),-1,0,-2,100,-16,-29,-2.5,102,1
CC1(C(=O)NC2CCCCCCC2)CCC(=O)N1CCN1CCOCC1 (centres undefined),3,-1,22,103,-5,-1,0.2,103,1
CC(CC(=O)Nc1ncc([N+](=O)[O-])s1)c1ccccc1 (centres undefined),-10,4,4,92,21,-15,13,98,1
CCOC(=O)CN(C)C(=O)CCc1nnc(-c2ccsc2)o1,-16,-7,6,86,1,5,-0.7,91,3
CCOCCCNC(=O)C(NC(=O)CNC(=O)c1ccccc1)c1ccc(OC)cc1 (centres undefined),5,-1,-15,103,-10,1,0.8,102,-6
N#Cc1ccncc1Sc1ccc(Cl)cc1,-2,-5,16,94,-7,13,-2.0,95,-7
CCn1c(C)nc2cc(C(=O)N3N=C(CCOC)CC3(O)C(F)(F)F)ccc21 (centres undefined),-29,-7,12,79,-16,1,-1.9,86,1
Cc1cc(C(=O)OCC(=O)Nc2ccc(F)cc2[N+](=O)[O-])c2ccccc2n1,-4,-2,-14,94,-1,-6,-0.1,91,5
CC1(CO)COC(c2ccccc2)=N1 (centres undefined),0,-5,7,95,0,-3,-0.8,97,-6
c1ccc(-c2noc(COc3ccc4c(c3)OCO4)n2)cc1,3,-3,-5,99,-1,7,0.9,103,0

# Source: PubChem (several laboratories)

# The list is partial; count on the stated rates, not on these rows.
